# High-throughput results from PubChem BioAssay.
# MBD2 inh: inhibitors of human MBD2 binding to methylated oligonucleotide; TR-FRET; actives 0.31% (n = 370,000); AID 686964; inhibition, % at 4.4 µM; in the data active = inhibition above about 13%
# Target sequence (Q9UBB5 whole entry, looked up): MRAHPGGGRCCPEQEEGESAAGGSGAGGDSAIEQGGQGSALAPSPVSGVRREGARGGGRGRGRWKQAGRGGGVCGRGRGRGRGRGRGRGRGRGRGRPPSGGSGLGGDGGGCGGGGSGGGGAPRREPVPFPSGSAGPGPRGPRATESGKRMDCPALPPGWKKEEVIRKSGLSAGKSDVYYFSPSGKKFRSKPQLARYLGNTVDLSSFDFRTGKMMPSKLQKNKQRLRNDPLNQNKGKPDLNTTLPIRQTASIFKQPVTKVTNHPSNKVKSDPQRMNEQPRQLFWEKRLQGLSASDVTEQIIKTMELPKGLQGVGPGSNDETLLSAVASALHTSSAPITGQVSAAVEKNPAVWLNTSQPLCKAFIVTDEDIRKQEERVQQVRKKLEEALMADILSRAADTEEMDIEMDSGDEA
# HTRA1 inh: HTRA1 (human) protease inhibition | actives 0.5% (n = 340,000) | Q92743 | inhibition, % at 5.96 µM | recombinant HTRA1, FP-rhodamine activity-based probe, fluorescence polarization | AID 504803; in the data active = inhibition above about 36%;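 also: 0% = enzyme with DMSO and 100% = wells lacking enzyme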
# LEDGF integ inh: blocks HIV-1 LEDGF/p75-dependent DNA integration | inhibition, % at 3.7 µM | AID 743269 | TR-FRET IN-LEDGF/p75 DNA integration, Eu/Cy5 | actives 0.64% (n = 370,000);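 active = inhibition above the screen-wide mean plus 3 SD, cut at about 13% in these data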;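 also: signal is the Cy5 over europium emission ratio at 671 and 618 nm; 0% = plate median of compound wells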
# PG9 Ab binder: small molecules binding HIV-1 gp120 antibody PG9; TR-FRET gp120-PG9 antibody binding; inhibition, % at 6.7 µM; actives 0.43% (n = 360,000); in the data active = inhibition above about 8.5%
# Rev-erbA mod: modulates human Rev-erb alpha binding to DNA. actives 0.79% (n = 370,000). P20393. activity, % at 10 µM. Rev-erbα–FITC-DNA binding, fluorescence polarization, 90 min. AID 1259318;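 active = activity above about 14%, limit read from the data; passing the limit was not always enough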;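 also: 0% = DMSO wells with 35 nM protein and 100% = DMSO wells with 750 nM protein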
# Target sequence (P20393 whole entry, looked up): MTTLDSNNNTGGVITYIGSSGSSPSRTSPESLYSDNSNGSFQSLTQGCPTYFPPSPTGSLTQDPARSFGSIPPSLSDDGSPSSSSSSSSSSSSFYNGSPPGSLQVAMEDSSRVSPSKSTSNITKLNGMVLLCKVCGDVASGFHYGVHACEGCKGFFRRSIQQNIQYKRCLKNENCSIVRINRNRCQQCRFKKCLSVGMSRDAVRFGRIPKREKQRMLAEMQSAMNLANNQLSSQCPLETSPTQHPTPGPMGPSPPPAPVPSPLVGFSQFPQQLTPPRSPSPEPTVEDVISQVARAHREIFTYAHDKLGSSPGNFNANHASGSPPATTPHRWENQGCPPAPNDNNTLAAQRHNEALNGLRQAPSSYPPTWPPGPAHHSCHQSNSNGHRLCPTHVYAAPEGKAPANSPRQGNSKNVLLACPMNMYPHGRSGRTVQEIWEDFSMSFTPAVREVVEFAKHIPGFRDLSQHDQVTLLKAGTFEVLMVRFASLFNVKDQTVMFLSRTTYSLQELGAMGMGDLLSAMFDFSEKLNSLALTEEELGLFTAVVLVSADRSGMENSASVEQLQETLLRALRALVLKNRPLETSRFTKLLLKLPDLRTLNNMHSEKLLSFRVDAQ
# TCR CD3 inh: blocks the human TCR-CD3 interaction; TAMRA-labeled TCR probe fluorescence, biochemical; inhibition, % at 9.4 µM; actives 0.37% (n = 360,000); AID 651800; in the data active = inhibition above about 19%;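 also: recombinant mutant TCR 2C K166C tagged with TAMRA read by polarization; 0% = receptor in buffer alone and 100% = receptor with positive control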
# ABHD4 inh: ABHD4 (mouse) inhibition, primary FP screen | Q8VD66 | purified mABHD4, FP-Rh probe fluorescence polarization | inhibition, % at 8.92 µM | actives 0.54% (n = 370,000);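 active = inhibition exceeding the mean over every tested compound plus 3 SD, cut at about 30% in these data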;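 also: 0% = plate median of compound wells and 100% = S159A mutant with DMSO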
#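 Test system: mABHD4 protein; Read-out basis: % inhibition; Incubation: 45 min + 60 min at 25 °C; Repeats: single replicate; Technique: fluorescence polarization with parallel and perpendicular emission, 525/598 nm; Compound: 8.92 µM, single dose; Benchmarks: full inhibition S159A mutant plus DMSO, zero as sample-well median.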
# PRMT1 FP inh: blocks human protein arginine methyltransferase 1. inhibition, % at 2.79 µM. actives 1.3% (n = 370,000). recombinant PRMT1, activity-based probe fluorescence polarization. Q99873;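 active = inhibition above about 21% made by adding two undisclosed values, limit read from the data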
# UHRF1 binding: blocks human UHRF1 binding to methylated DNA; UHRF1 binding to methylated oligo, TR-FRET; inhibition, % at 4.4 µM; actives 0.75% (n = 370,000); in the data active = inhibition above about 21%;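 also: UHRF1 SRA domain binding a hemimethylated CpG hairpin DNA probe; 0% = median of test compound wells and 100% = reference inhibitor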
# rCAG RNA binder: molecules binding r(CAG) RNA repeats; inhibition, % at 3 µM; actives 1.3% (n = 370,000); r(CAG) RNA repeat, TO-PRO-1 dye displacement fluorescence; AID 651821;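 active = inhibition above the plate cutoff, the mean of all test compounds on that plate plus 3 SD, cut at about 35% in these data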;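 also: 0% = DMSO alone and 100% = 100 µM mitoxantrone as full dye displacement; higher means more dye released from RNA so lower well fluorescence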
# * marks the source's active call; other numbers are inactive results; . = not tested or not shown.
SMILES,MBD2 inh,HTRA1 inh,LEDGF integ inh,PG9 Ab binder,Rev-erbA mod,TCR CD3 inh,ABHD4 inh,PRMT1 FP inh,UHRF1 binding,rCAG RNA binder
COc1cccc(OC)c1C(=O)NCC12CC3CC(C1)CC(CNC(=O)c1c(OC)cccc1OC)(C3)C2,-2,1,4,-0.2,0,0,0,-3,-3,-9
COCCn1nnnc1C(CC(C)C)N1CCN(c2nc3ccccc3s2)CC1 (configuration not stated),7,-4,0,-0.3,-6,1,-8,-1,6,0
COc1ccccc1CNC(=O)C1CCC1,0,9,-3,1.0,5,3,1,0,-1,-1
Clc1ccccc1COc1ccccc1-c1nnco1,3,-17,0,-1.0,-1,-5,2,-2,-3,-1
CC1CN(S(=O)(=O)c2cccc(C(=O)N(C)C3CCCCC3)c2)CC(C)O1 (configuration not stated),4,4,-4,1.3,1,-5,-8,5,-1,2
CC1(C)CC(=O)C=C(c2n[nH]nc2-c2ccccc2)C1,1,1,-6,-3.6,0,-5,-1,3,-1,1
CCOC(=O)C1CCN(C(=O)CCc2c(C)nc3ncnn3c2C)CC1,4,0,-1,1.6,-6,5,5,-2,0,-2
CCN(CC(=O)Nc1ccc2c(c1)OCCO2)C(=O)C(C)Oc1ccc(F)cc1 (configuration not stated),-6,4,4,0.2,6,1,-10,-3,2,3
CCOc1ccc(C2NC(=O)c3ccccc3O2)cc1OCC (configuration not stated),3,-3,-4,-0.6,5,-3,1,1,1,-6
CC(=O)Nc1ccc(S(=O)(=O)N(C)CC(=O)NC2CCCCCCC2)cc1,2,-4,0,0.0,0,-7,5,0,13,0
COc1ccc(CNC(=O)CCNS(=O)(=O)c2ccc(Cl)cc2)cc1,0,0,4,1.0,1,2,1,-5,5,-4
CCN(CC)C(=O)C1=C(C)N(CCCN2CCCC2=O)C(=O)C(CC(=O)NCCCCc2ccccc2)C1 (configuration not stated),4,9,6,1.1,-2,7,-11,-2,2,-1
CCOc1ccc(-c2nc(S(=O)(=O)c3ccccc3)c(N3CCOCC3)o2)cc1,11,-5,-3,1.8,-1,2,8,7,17,-1
Cc1ccc(CNC(=O)C(=O)NCC2OCCN2S(=O)(=O)c2cccs2)cc1 (configuration not stated),-6,-8,2,-2.7,1,5,-4,-1,-2,8
CCc1nnc(NC(=O)Cc2ccc(Br)cc2)s1,2,-14,-1,-0.1,2,4,-3,0,-2,7
CC1(C)C2CCC1(CS(=O)(=O)NCCc1c[nH]c3ccccc13)C(=O)C2 (configuration not stated),-9,-2,-1,1.7,0,7,-2,-1,0,4
CN1CCN(CCCNC(=O)c2cc3c(=O)n(C)c4ccccc4c3s2)CC1,3,8,3,-0.4,-3,4,-7,-5,-3,5
CCc1ccccc1OCC(=O)NC1CCCC1,2,3,-1,-0.1,1,5,0,-1,-1,-7
CCNC(=O)Nc1ccc2c(c1)C(=O)N(C)[C@H]1CC[C@H](CC(=O)N[C@H](C)c3ccccc3)O[C@@H]1CO2,10,.,3,.,80*,.,11,-2,7,0
Cc1[nH]c(C)c2c(=O)n(Cc3ccc(Cl)cc3)ncc12,-1,10,0,-0.9,-1,-1,0,-2,9,1

# Single entries from the entries so far:
# Under UHRF1 binding, CCc1ccccc1OCC(=O)NC1CCCC1 is entered as -1
# Under MBD2 inh, Cc1[nH]c(C)c2c(=O)n(Cc3ccc(Cl)cc3)ncc12 is entered as -1
# Under Rev-erbA mod, CCc1nnc(NC(=O)Cc2ccc(Br)cc2)s1 is entered as 2

# Ordered by the number under PG9 Ab binder (high to low): some entries from above
Compound,MBD2 inh,HTRA1 inh,LEDGF integ inh,PG9 Ab binder,Rev-erbA mod,TCR CD3 inh,ABHD4 inh,PRMT1 FP inh,UHRF1 binding
CCOC(=O)C1CCN(C(=O)CCc2c(C)nc3ncnn3c2C)CC1,4,0,-1,1.6,-6,5,5,-2,0
CC(=O)Nc1ccc(S(=O)(=O)N(C)CC(=O)NC2CCCCCCC2)cc1,2,-4,0,0.0,0,-7,5,0,13
COc1cccc(OC)c1C(=O)NCC12CC3CC(C1)CC(CNC(=O)c1c(OC)cccc1OC)(C3)C2,-2,1,4,-0.2,0,0,0,-3,-3
CC1(C)CC(=O)C=C(c2n[nH]nc2-c2ccccc2)C1,1,1,-6,-3.6,0,-5,-1,3,-1

# The results go on.
SMILES,MBD2 inh,HTRA1 inh,LEDGF integ inh,PG9 Ab binder,Rev-erbA mod,TCR CD3 inh,ABHD4 inh,PRMT1 FP inh,UHRF1 binding,rCAG RNA binder
CCCCCC(O)(c1ccccc1)C(CN1CCOCC1)c1ccccc1 (configuration not stated),-1,-6,1,-0.5,-1,-9,-4,5,5,-7
c1ccc2c(c1)OCCOCCOCCOCCOCCOc1ccccc1OCCOCCOCCO2,6,2,-2,-1.4,-4,1,9,1,0,-2
O=C(NCCOc1ccccc1)C1CCN(C(=O)Nc2ccccc2)CC1,5,-9,-2,-1.7,-6,2,-6,-2,-1,4
COc1cccc(C2c3[nH]c4ccccc4c3CCN2Cc2cnn(C)c2)c1 (configuration not stated),1,-3,2,-1.8,5,-1,0,-6,-1,-3
O=C(COC(=O)c1cccs1)Nc1ccc(Cl)cn1,-1,1,0,-2.0,0,9,0,-2,0,4
O=[N+]([O-])c1nn(-c2ccc3c(c2)OCCO3)n(O)c1=NC1CCCC1,-6,4,0,-0.6,4,1,1,-1,-2,1
Cc1ccccc1-c1nnc(-c2ccccc2C)o1,-4,-6,0,-0.1,-4,4,-6,1,-3,-1
CCc1cccc(NC(=O)COc2ccccc2)c1,-3,-17,-2,-0.5,-2,-1,1,2,-2,-3
O=C(O)c1ccc(S(=O)(=O)N2CCC(c3nc(-c4ccccc4Cl)no3)CC2)cc1,-2,-2,0,-0.4,1,-1,11,0,-1,15
CN=C1S/C(=C\c2cccn2-c2cccc(Br)c2)C(=O)N1C,-1,.,-2,4.9,0,-3,2,1,-1,8
O=C(COC(=O)c1ccccc1Br)Nc1ccc(F)cc1,4,-18,0,0.1,0,-9,-1,3,4,-2
O=S(=O)(Nc1ccncc1)c1ccc(Cl)cc1,-3,3,0,0.5,-1,7,2,2,-4,-1
C=CCn1c(SCC(=O)NCc2ccc3c(c2)OCO3)nc2scc(-c3ccc(F)cc3)c2c1=O,-4,12,2,3.5,19,8,-2,-1,0,-1
Cc1ccc(N(CC(=O)NC(C)C)C(=O)CCC(=O)Nc2ccccn2)cc1,0,6,-1,-1.2,-5,-7,1,0,-2,-10
COc1ccc(-c2cc(N)n(S(=O)(=O)c3ccc(C)cc3)n2)c(OC)c1,0,-10,7,0.5,2,-1,-5,-2,-1,5
CC(C)C(=O)N(c1ccc(F)cc1)C1C=CS(=O)(=O)C1 (configuration not stated),5,2,2,1.3,2,-6,1,-1,1,-2
CCOc1cc(/C=C2\SC(=N)N(c3nccs3)C2=O)ccc1OCCN1CCOCC1,-3,-3,-3,-5.9,3,-7,3,-3,-4,38*
Cc1ccccc1OCC(=O)Nc1ccc2oc(=O)ccc2c1,4,-3,2,1.3,9,7,-7,1,3,-1
Cc1nc2c(=O)n(-c3ccc(F)cc3F)nc(C)c2s1,-4,4,4,1.2,-1,0,0,-3,4,-4
COc1ccc(NC(=O)Cn2nc([N+](=O)[O-])c(Cl)c2C)cc1OC,-10,4,4,1.4,-3,-1,-8,-4,1,0

# Part of the list above in another layout:
compound	MBD2 inh	HTRA1 inh	LEDGF integ inh	PG9 Ab binder	Rev-erbA mod	TCR CD3 inh	ABHD4 inh	PRMT1 FP inh	UHRF1 binding	rCAG RNA binder
O=S(=O)(Nc1ccncc1)c1ccc(Cl)cc1	-3	3	0	0.5	-1	7	2	2	-4	-1
C=CCn1c(SCC(=O)NCc2ccc3c(c2)OCO3)nc2scc(-c3ccc(F)cc3)c2c1=O	-4	12	2	3.5	19	8	-2	-1	0	-1
Cc1ccc(N(CC(=O)NC(C)C)C(=O)CCC(=O)Nc2ccccn2)cc1	0	6	-1	-1.2	-5	-7	1	0	-2	-10
COc1ccc(-c2cc(N)n(S(=O)(=O)c3ccc(C)cc3)n2)c(OC)c1	0	-10	7	0.5	2	-1	-5	-2	-1	5
CC(C)C(=O)N(c1ccc(F)cc1)C1C=CS(=O)(=O)C1 (configuration not stated)	5	2	2	1.3	2	-6	1	-1	1	-2
CCOc1cc(/C=C2\SC(=N)N(c3nccs3)C2=O)ccc1OCCN1CCOCC1	-3	-3	-3	-5.9	3	-7	3	-3	-4	38*

# (continued)
SMILES,MBD2 inh,HTRA1 inh,LEDGF integ inh,PG9 Ab binder,Rev-erbA mod,TCR CD3 inh,ABHD4 inh,PRMT1 FP inh,UHRF1 binding,rCAG RNA binder
Cc1nnc(SC(C)C(=O)NC2CCCCC2)s1 (configuration not stated),-4,3,-1,-0.9,-2,2,-1,-4,0,-1
O=[N+]([O-])c1ccc(S(=O)(=O)NCC(c2cccnc2)N2CCc3ccccc3C2)cc1 (configuration not stated),-4,0,2,-0.7,-4,-2,6,4,1,0
Nc1nccnc1C(=O)N/N=C/c1ccco1,-1,3,4,-1.5,2,6,5,-1,-2,0
CCn1c(SCC(=O)Nc2sc(C)c(C)c2C#N)nnc1C1CC1,1,11,-1,0.7,-5,2,-6,-5,1,-4
Cc1ccc(S(=O)(=O)N2CCN(Cc3cccc(F)c3)CC2)cc1,-3,-4,3,-2.1,9,8,2,1,3,-1
Cc1cccc(NS(=O)(=O)c2ccc3c(c2)NC(=O)CC(=O)N3)c1,-4,0,1,0.0,-5,-2,4,-2,-4,0
CCc1ncc(C(=O)c2ccc(OC)cc2)n1C,2,1,3,0.5,2,-3,-7,4,7,-5
CCN(CC)c1ccc(C=NNC(=O)c2cc(-c3ccc(C)c(C)c3)n[nH]2)c(O)c1,1,.,-3,.,17,.,11,0,-2,19
CCCCOc1ccc2c(C)cc(=O)oc2c1OCCCC,4,-17,-2,-0.9,4,6,-2,0,-1,-4
COc1cccc(-n2nnc3c(=O)n(Cc4ccc(Cl)cc4)cnc32)c1,6,-8,-4,2.4,4,-2,9,2,0,1
CCOc1ncccc1C(=O)N(C)CC1COc2ccccc2O1 (configuration not stated),0,15,1,1.2,4,1,1,1,0,-2
Cc1ccc(/C=C2\SC(=S)N(Cc3ccccc3)C2=O)o1,-4,6,0,0.1,-1,-7,-14,2,0,29
CC(=O)Nc1nc2ccccc2n1CCN(C)C,2,-1,3,-2.2,-2,7,-8,-2,8,2
COC(=O)CN(c1ccc(OCc2ccccc2)cc1)S(C)(=O)=O,-5,0,5,0.5,-7,7,-1,-1,2,-5
CC1CCCCC1NC(=O)COCc1cc(-c2cccs2)on1 (configuration not stated),2,3,0,-2.2,8,-1,3,-1,-2,-4
Cc1nc(-c2ccccc2)sc1C1(C)CC(c2ccc([N+](=O)[O-])cc2)=NO1 (configuration not stated),1,-14,-2,-1.1,-5,1,-1,1,0,3
COc1ccccc1N(CC(=O)NCc1ccc2c(c1)OCO2)C(=O)CCC(=O)Nc1nccs1,-1,6,0,2.1,2,2,3,-3,0,-2

# Quoted at random: 2 compounds from above.
SMILES,MBD2 inh,HTRA1 inh,LEDGF integ inh,PG9 Ab binder,Rev-erbA mod,TCR CD3 inh,ABHD4 inh,PRMT1 FP inh,UHRF1 binding,rCAG RNA binder
Cc1nc(-c2ccccc2)sc1C1(C)CC(c2ccc([N+](=O)[O-])cc2)=NO1 (configuration not stated),1,-14,-2,-1.1,-5,1,-1,1,0,3
CC1CCCCC1NC(=O)COCc1cc(-c2cccs2)on1 (configuration not stated),2,3,0,-2.2,8,-1,3,-1,-2,-4

# An excerpt, so the mix of outcomes need not match the whole.
